# Screening data deposited in PubChem by several laboratories.
# ABHD5 PLIN5 PPI – ABHD5-PLIN5 interaction inhibitors, primary screen, cell lysate, split luciferase complementation, luminescence; Perilipin-5 (Homo sapiens) + 1-acylglycerol-3-phosphate O-acyltransferase ABHD5 (Homo …; Split G. princeps luciferase complementation, 4 h; inhibition, % at 4 µM; 360,000 compounds, 0.78% hits; AID 602281, 2012;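 active = inhibition above the mean inhibition across every tested compound plus 3 SD, cut at about 22% in these data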;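 also: 0% = DMSO only wells and the 100% control is not disclosed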
# MC4R ag barr – MC4R agonists recruiting beta-arrestin, primary screen, cell-based, luminescence, agonist arm of biased-ligand search | Melanocortin receptor 4 (Homo sapiens), P32245 | U2OS MC4R beta-arrestin complementation; percent of melanotan II response, DMSO zero | activation, % at 8.9 µM | 360,000 compounds, 0.98% hits | AID 540308, 2011;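 active = activation above a per-plate cutoff, the mean activation of sample wells on that plate plus 3 SD, cut at about 8% in these data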
# Target sequence (P32245 whole entry, looked up): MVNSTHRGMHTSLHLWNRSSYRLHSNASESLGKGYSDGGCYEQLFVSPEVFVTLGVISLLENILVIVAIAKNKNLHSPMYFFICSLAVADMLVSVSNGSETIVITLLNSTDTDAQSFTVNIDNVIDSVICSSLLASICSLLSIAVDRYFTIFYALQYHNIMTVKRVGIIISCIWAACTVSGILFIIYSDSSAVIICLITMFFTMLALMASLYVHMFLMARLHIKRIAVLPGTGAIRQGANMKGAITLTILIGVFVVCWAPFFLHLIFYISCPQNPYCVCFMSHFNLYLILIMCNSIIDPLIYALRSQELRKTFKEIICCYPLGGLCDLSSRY
# Granule exo inh – LAMP-1 surface exposure blockers, TALL-104 cells – cell-based, flow cytometry, MLPCN library, primary screen; inhibition, % at 10 µM; 360,000 compounds, 0.66% hits; TALL-104 LAMP-1 surface exposure; cells stimulated with thapsigargin and PMA;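 active = inhibition above about 55%, limit read from the data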
# H9c2 protect – cardioprotection against H2O2-induced cell death, primary screen, uHTS, H9c2 cells, ATPLite luminescence | H9c2 cardiomyocytes, H2O2 injury protection, 2 h | protection from H2O2 cell death, % at 20 µM | 360,000 compounds, 0.63% hits;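 active = compounds giving at least 50% protection of heart cells from peroxide-induced death in the single-dose screen, raw or plate-pattern-corrected value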;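 also: 0% = DMSO wells with peroxide and 100% = DMSO wells without peroxide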
# HTR2A ag – mouse Htr2a agonists via beta-arrestin recruitment, primary screen, cell-based, luminescence. CHO-K1 mHTR2A beta-arrestin complementation; percent of 30 µM serotonin response. 360,000 compounds, 0.66% hits. activation, % at 7.6 µM. AID 624169, 2012. 5-hydroxytryptamine receptor 2A (Mus musculus), P35363;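 active = activation above a run cutoff, the mean activation of all tested compounds plus 3 SD, cut at about 14% in these data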;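 also: 0% = plate median of compound wells and 100% = 30 µM serotonin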
# Target sequence (P35363 whole entry, looked up): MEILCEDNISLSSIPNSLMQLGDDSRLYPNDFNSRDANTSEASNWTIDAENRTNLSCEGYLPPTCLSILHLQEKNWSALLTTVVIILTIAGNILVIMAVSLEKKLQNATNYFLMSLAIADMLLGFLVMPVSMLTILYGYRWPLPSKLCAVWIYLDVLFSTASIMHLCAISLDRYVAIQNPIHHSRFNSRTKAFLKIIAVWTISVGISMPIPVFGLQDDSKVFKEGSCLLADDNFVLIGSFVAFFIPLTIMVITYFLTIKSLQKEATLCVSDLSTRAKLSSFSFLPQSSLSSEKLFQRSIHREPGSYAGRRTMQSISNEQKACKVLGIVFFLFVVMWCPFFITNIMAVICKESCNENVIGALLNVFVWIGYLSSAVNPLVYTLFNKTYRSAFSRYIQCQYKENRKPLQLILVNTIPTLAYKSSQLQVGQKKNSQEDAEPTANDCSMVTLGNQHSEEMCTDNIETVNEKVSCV
# aDG glyco act – activators of alpha-DG glycosylation, primary screen, uHTS, Pro5-aDG cells, AlphaScreen | alpha-DG glycosylation AlphaScreen (IIH6); 0% Pro5, 100% B10-LARGE cell signal | activation, % at 10 µM | 360,000 compounds, 0.22% hits | AID 624168, 2012;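 active = activation of at least 8% versus controls, or a plate z-score of at least 8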;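 also: Pro5 are CHO cells carrying HIG-tagged alpha-DG that lacks glycosylation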
# iPSC survival up – enhancers of single-cell hiPSC survival, primary screen, ATPlite luminescence. 100% = ROCK inhibitor wells, 0% = DMSO. survival enhancement, % at 20 µM. 360,000 compounds, 0.044% hits. AID 602274, 2012; in the data active = survival enhancement above about 18%;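 also: cells exposed to compounds for 16 hours before the ATP read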
# MC4R antagonist – MC4R antagonists of cAMP signaling, primary screen, cell-based, TR-FRET, antagonist arm of biased-ligand search | MC4R-expressing cells, MTII-stimulated cAMP, LANCE TR-FRET | inhibition, % at 6.5 µM | 360,000 compounds, 0.48% hits;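 active = inhibition above its plate's cutoff, the mean of tested wells on that plate plus 3 SD, cut at about 29% in these data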;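 also: 0% = Melanotan II alone and 100% = Melanotan II plus saturating MCL0020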
#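 Test system: U2OS cells stably expressing human melanocortin 4 receptor (MC4R); also added: Melanotan II challenge; compound: 6.5 µM single dose; timing: 30-min compound preincubation, 1-h Melanotan II challenge, 1-h detection, room temperature; signal: Eu-cAMP/anti-cAMP TR-FRET, emission 671 nm; repeats: one well per compound, no replicates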
# N-glyco inh – increase of ERlucT glycosylation luciferase signal, primary screen, N-linked glycosylation inhibitor project, D54 ERlucT cells, luminescence, set 2. D54 ERlucT glycosylation luciferase reporter, 24 h; percent of 100 nM tunicamycin response. reporter increase, % at 12.5 µM. 360,000 compounds, 0.23% hits. AID 588692, 2011;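 active = mean luciferase reporter signal, scaled so untreated is 0 and the glycosylation-blocking control 100, at or above a set limit in every replicate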;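 also: luciferase carries N-glycosylation sites so blocking glycosylation raises the light; 0% = median of neutral control wells and 100% = median of 100 nM tunicamycin wells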
# ABCB6 inh MLPCN – ABCB6 transporter inhibitors, primary screen, K562-ABCB6 cells, flow cytometry, MLPCN library; fluorescence ratio to DMSO, % at 10 µM; K562-ABCB6 porphyrin accumulation, 1 h; active compounds read low; 360,000 compounds, 0.19% hits; ATP-binding cassette sub-family B member 6 (Homo sapiens), Q9NP58;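 active = fluorescence ratio to DMSO below 75%, the collection mean minus 3 SD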;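 also: signal is porphyrin accumulated inside mitochondria; 100% equals median channel fluorescence of DMSO control wells; lower ratio means ABCB6 inhibition with less porphyrin fluorescence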
# * = called active by the depositor; / = no result given. Rows were taken by chance, and some 4.5% of all compounds hit somewhere here.
compound,iPSC survival up,ABHD5 PLIN5 PPI,HTR2A ag,H9c2 protect,aDG glyco act,MC4R antagonist,N-glyco inh,Granule exo inh,ABCB6 inh MLPCN,MC4R ag barr
CC(=O)c1ccc(NC(=S)NC(=O)/C=C/c2ccc(F)cc2)cc1,1.3,-1.4,-0.4,-4.5,0.0,4.3,1.6,-0.7,151.0,1.4
O=[N+]([O-])c1ccc(-c2nnc3n2CCCCC3)cc1,0.0,2.4,4.9,5.8,0.0,6.8,-0.7,-2.9,99.0,-1.5
NC(=O)CSc1nnc(-c2cnccn2)n1Cc1ccco1,-0.3,0.9,6.8,-1.5,-0.1,0.1,3.3,-0.8,101.0,1.3
COCCn1c(C)cc(C(=O)CSc2ncn[nH]2)c1C,4.6,-8.3,0.0,-1.7,-0.2,-0.5,-1.0,-3.2,90.0,1.8
O=C(Nc1ccc2ccccc2n1)C1CCCCC1,-0.1,-11.1,-1.4,-3.3,0.0,8.6,-4.8,-0.7,95.0,-1.4
O=C(COc1ccccc1)NCc1ccc2c(c1)OCO2,-0.4,-1.1,-4.1,2.5,-0.2,21.6,-0.6,-1.1,103.0,1.5
O=C(CC(C(=O)NCc1ccccc1)c1nc2ccccc2c(=O)[nH]1)NCc1ccccc1 (stereo not drawn),-0.7,6.4,4.2,4.3,0.0,-1.0,1.9,-1.3,92.0,2.2
Cc1cc(C)nc(NS(=O)(=O)c2ccc(N=Cc3c(C)[nH]n(-c4ccccc4)c3=O)cc2)n1,-0.7,-8.3,-2.0,-6.5,-0.4,13.9,2.0,3.5,94.0,-1.3
CCOC(=O)N1CCN(S(=O)(=O)N2CCCC(C(=O)NCCCN3CCC(C)CC3)C2)CC1 (stereo not drawn),-0.4,4.0,3.9,-3.6,-0.2,-1.4,-1.1,-0.6,93.0,0.6
Cc1nn(C)c(C)c1NC(=O)c1cc2nc(-c3ccco3)cc(C(F)(F)F)n2n1,0.2,3.2,-2.0,-0.5,-0.2,6.7,-0.5,2.2,101.0,-4.7
OCCC1CN(Cc2cnc(-c3ccccc3)s2)CCN1C1CCCC1 (stereo not drawn),1.9,3.2,-5.6,5.1,0.6,0.2,-2.3,26.8,101.0,-0.7
COc1ccc(CN(C(=O)c2nsc(Cl)c2Cl)C(C(=O)NC2CCCC2)c2ccc(OC)cc2)cc1 (stereo not drawn),-0.9,-2.6,-0.3,9.3,-0.1,27.5,-0.9,-1.9,110.0,-1.5
COc1ccc(/C(C)=N/Nc2nc3ccccc3nc2C)cc1OC,-0.9,-5.7,1.8,-10.7,0.4,-10.8,0.5,-6.1,91.0,1.9
CC(=O)Nc1ccc(S(=O)(=O)NC2CC(=O)N(c3cccc(F)c3)C2)cc1 (stereo not drawn),-0.4,4.6,-2.0,-7.7,-0.2,4.8,0.8,2.8,100.0,-2.9
COc1cccc(/C=N/n2c(=O)[nH]c3ccccc32)c1OC,1.8,0.2,6.3,-3.1,0.0,4.7,1.8,-1.1,92.0,5.1
Cc1ccc2cc3cc(C(=O)NCc4ccc5c(c4)OCO5)oc3nc2c1,-2.5,-1.0,2.4,-8.8,0.3,8.3,2.3,1.1,110.0,1.4
O=C(COc1ccc([N+](=O)[O-])cc1Cl)Nc1ccc2[nH]c(=O)[nH]c2c1,0.2,-3.4,1.9,11.6,0.0,0.2,1.8,-1.9,103.0,-1.0
CCN(CC)C(=O)CSc1nc2cc(S(=O)(=O)N3CCOCC3)ccc2n1CC,-0.4,0.4,9.0,2.0,0.1,14.5,1.1,0.1,100.0,-1.1
CC(=O)Nc1ccc(S(=O)(=O)N2CCC(C(=O)NCCc3c[nH]c4ccccc34)CC2)cc1,-0.2,0.8,3.6,0.2,-0.2,19.2,-1.0,22.8,147.0,1.3
O=C(CSc1nnc(-c2ccccc2)n1Cc1ccccc1)N1CCOCC1,11.6,-6.0,-2.2,3.2,0.0,6.2,3.3,-0.6,103.0,-0.9
C[C@@H](CO)NC(=O)[C@H]1O[C@@H](n2ccc(=O)[nH]c2=O)[C@H](O)[C@@H]1O,4.8,5.6,5.7,9.6,0.1,/,1.5,-2.4,98.0,/
COc1cc2c(cc1OC)-c1nnc(-c3cccs3)n1C1(CCCC1)C2,-1.6,-6.6,1.2,9.3,0.2,2.5,0.6,18.9,204.0,-1.1
NC(=O)NC(CC(=O)NCCc1ccc(S(N)(=O)=O)cc1)c1ccccc1Cl (stereo not drawn),-0.5,-4.4,0.4,-0.6,0.0,2.8,1.6,6.2,103.0,-1.9
O=C(c1cccc(Cl)c1)N1CCN(c2ccc3c(c2)C2CC3CCN2C(=O)OCc2ccccc2)CC1 (stereo not drawn),2.8,6.4,-7.1,-6.3,0.0,/,0.9,4.2,92.0,/
O=C(COC(=O)c1cccc(S(=O)(=O)N2CCc3ccccc32)c1)NC1CCS(=O)(=O)C1 (stereo not drawn),0.9,-0.9,-3.7,7.0,-0.3,-4.4,-1.5,-1.9,94.0,-1.6

# Copied from the list.
# O=C(CC(C(=O)NCc1ccccc1)c1nc2ccccc2c(=O)[nH]1)NCc1ccccc1 (stereo not drawn) in ABHD5 PLIN5 PPI is listed with 6.4
# CC(=O)c1ccc(NC(=S)NC(=O)/C=C/c2ccc(F)cc2)cc1 in H9c2 protect is listed with -4.5

# The list continues:
compound,iPSC survival up,ABHD5 PLIN5 PPI,HTR2A ag,H9c2 protect,aDG glyco act,MC4R antagonist,N-glyco inh,Granule exo inh,ABCB6 inh MLPCN,MC4R ag barr
COC(=O)[C@H](CCSC)NC(=O)Nc1ccc(OC)cc1OC,1.8,-2.3,-0.9,4.3,0.0,7.1,0.2,-1.2,94.0,-3.5
CC(C)C(NS(=O)(=O)c1cccs1)C(=O)NCc1ccc2c(c1)OCO2 (stereo not drawn),0.3,-7.2,-1.0,10.8,-0.2,3.0,-1.5,0.9,96.0,-1.3
COc1ccc(N(CC(=O)NCc2ccco2)S(=O)(=O)c2ccc(OC)c(OC)c2)cc1,0.4,6.0,1.4,5.6,-0.2,12.2,-0.3,0.4,102.0,-0.8
CCc1ccc2oc(C(=O)NCc3ccncc3)c(C)c2c1,-1.6,2.2,0.8,-14.0,5.1,2.4,-2.6,-2.0,87.0,-2.2
Cc1cc(C(=O)COC(=O)c2csc3c2CCCC3)c(C)n1C,-1.0,1.3,4.3,-0.1,0.1,-0.4,1.1,5.0,100.0,2.0
O=C(NCc1nnc(SCC(=O)N2CCCC2)o1)c1c(F)cccc1Cl,9.7,0.3,2.3,-8.3,0.1,4.9,0.6,-2.2,154.0,0.3
COC(=O)c1ccc(C(=O)N2CCCC(Nc3ccc(C(C)C)cc3)C2)nc1 (stereo not drawn),0.8,-14.7,0.8,-4.8,0.3,14.1,2.0,-12.0,97.0,1.0
Cc1ccc(CC(=O)Nc2cccnc2)cc1,-0.6,0.2,-3.5,-3.2,0.0,8.2,-0.3,-2.8,87.0,-1.6
C=CCn1c(SCc2cc(=O)n3ccsc3n2)nc2scc(C3CC3)c2c1=O,2.7,4.3,0.6,-5.2,-0.3,4.8,1.8,0.8,103.0,-1.7
Cc1ccc(/C=C2\SC(N)=NC2=O)s1,0.4,-5.7,1.5,-0.5,-0.3,-15.3,2.8,-2.4,96.0,-1.4
NC(=O)COc1ccccc1C(=O)O,0.0,-2.3,4.0,4.7,-0.1,17.7,3.0,0.5,95.0,1.8
O=C(NCC(c1ccco1)N1CCc2ccccc21)c1c(F)cccc1F (stereo not drawn),-0.2,-9.6,-6.6,-2.2,-0.1,5.3,0.1,-1.6,102.0,-1.3
Cc1ccccc1Nc1nnc(C)c(=O)n1N,1.6,4.4,-3.6,8.6,0.0,-4.9,0.4,-0.5,95.0,-2.9
COc1ccc(N2C(=O)CCC(C(=O)NCc3ccccn3)C2c2ccc(F)cc2)cc1 (stereo not drawn),-2.6,4.3,0.9,-4.4,-0.1,-4.2,1.4,-2.3,97.0,-0.9
CCc1nc2ccc(C(=O)NCc3ccc4c(c3)OCO4)cn2c1N(C)Cc1cccs1,7.1,5.6,-0.3,2.9,0.1,13.3,-3.9,1.0,95.0,0.8
CSc1ccc(C(=O)NC2CCSc3ccccc32)cc1 (stereo not drawn),-0.5,-9.3,-2.0,-3.4,0.1,-4.2,-4.1,16.4,99.0,21.1*
O=C(c1cc2ccccc2o1)N1CCN(c2ccccn2)CC1,0.6,2.3,0.6,9.4,-0.1,1.0,-0.3,-2.6,97.0,-1.4
Cc1ccc(OCCCC(=O)N(C)CC(=O)Nc2ccccc2Br)cc1,0.1,-12.8,-4.8,-5.0,-0.2,26.9,2.1,-24.7,102.0,-0.5
NC(=O)c1c[nH]c2ccccc12,-2.1,-6.3,-0.9,-1.0,0.0,7.5,1.4,-0.8,104.0,0.6
COC(=O)c1sccc1NC(=O)c1c(F)c(F)c(F)c(F)c1F,0.5,2.8,7.5,-15.2,0.4,-31.6,-4.2,16.5,103.0,3.5
Cc1csc(C(=O)NCC(=O)NNC(=O)c2cccc(Cl)c2)c1,-0.1,2.4,0.9,4.3,0.2,13.2,3.0,6.6,102.0,-2.0
Fc1ccc(N2CCN(C(=S)NCC3CCCO3)CC2)cc1 (stereo not drawn),2.4,-6.6,-2.6,-2.1,-0.1,1.4,3.1,0.3,93.0,-3.2
CN(C)CCNC(=O)Nc1ccc([N+](=O)[O-])cc1,0.0,-0.9,0.5,2.3,-0.2,3.0,-0.1,-0.8,90.0,-1.8
O=C(c1ccc(CNS(=O)(=O)c2ccc(Br)cc2)cc1)N1CCCCC1,-0.2,-5.0,-3.0,-2.6,0.1,12.7,-1.6,-1.4,95.0,1.9
CC/C(=N\NC(=O)Cc1ccc(Br)cc1)c1cccs1,1.5,-1.8,2.3,-2.1,-0.1,0.5,1.2,-3.5,98.0,-0.3
O=C(NC1CCCCC1)[C@H](O)[C@@H](O)C(=O)NC1CCCCC1,-0.7,3.0,1.7,3.3,0.0,3.9,3.4,-0.3,100.0,-1.6
CCN(CC(=O)Nc1ccc(NC(C)=O)cc1)C(=O)c1n[nH]c(=O)c2ccccc12,-0.9,3.7,0.7,-2.0,-0.2,8.3,1.2,2.3,95.0,-1.3
